Screens: PubChem, National Center for Advancing Translational Sciences (NCATS)
12-hLO inh: 12-hLO (ALOX12) enzyme inhibition | P18054 | purified 12-hLO, xylenol orange hydroperoxide absorbance | Potency, µM (top dose mostly 57.1 µM), for inactives: at the top dose activity change, negative = inhibition, most hits filed as inhibitors | actives 0.12% (n = 150,000); further: potency means the concentration at half of the fitted maximal effect; nearly all actives have a fitted effect of over 55% in size; many of its hits are not listed in these tables
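Lipoxygenase turnover measured by absorbance at 573 and 405 nm after Fe-XO development. Human 12hLO 150 nM, arachidonate 40 uM, pH 7.0 Hepes buffer with detergent; 15 min compound preincubation, 30 min reaction.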
15-hLO-2 inh: 15-hLO-2 (ALOX15B) enzyme inhibition; O15296; purified 15hLO-2, xylenol orange hydroperoxide absorbance; Potency, µM (doses to about 57.1 µM), for inactives: top-dose activity change, negative = inhibition, hits mostly inhibitors; actives 0.56% (n = 110,000); AID 881; further: potency means the concentration at half of the fitted maximal effect; nearly all actives have a fitted effect of over 60% in size; many of its hits are not listed in these tables
Target sequence (O15296 whole entry, looked up): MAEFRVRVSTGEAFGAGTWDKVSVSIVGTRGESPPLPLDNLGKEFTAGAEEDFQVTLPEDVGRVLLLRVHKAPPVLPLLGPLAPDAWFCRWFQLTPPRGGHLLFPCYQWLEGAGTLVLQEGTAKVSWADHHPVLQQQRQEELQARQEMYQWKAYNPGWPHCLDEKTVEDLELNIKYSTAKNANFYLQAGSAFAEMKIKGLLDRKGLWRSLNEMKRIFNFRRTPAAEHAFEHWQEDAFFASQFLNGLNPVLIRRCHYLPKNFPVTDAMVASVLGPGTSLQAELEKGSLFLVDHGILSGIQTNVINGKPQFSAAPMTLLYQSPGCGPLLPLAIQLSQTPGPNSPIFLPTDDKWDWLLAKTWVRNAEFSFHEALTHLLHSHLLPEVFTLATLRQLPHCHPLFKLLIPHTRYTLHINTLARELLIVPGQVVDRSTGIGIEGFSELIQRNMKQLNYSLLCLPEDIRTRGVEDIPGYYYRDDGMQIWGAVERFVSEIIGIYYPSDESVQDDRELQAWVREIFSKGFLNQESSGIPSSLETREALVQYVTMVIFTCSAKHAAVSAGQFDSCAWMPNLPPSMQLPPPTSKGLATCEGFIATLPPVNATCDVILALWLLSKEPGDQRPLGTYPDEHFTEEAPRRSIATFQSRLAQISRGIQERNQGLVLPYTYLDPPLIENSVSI
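Purified human 15hLO-2 (50 nM) preincubated 15 min with compound, then 45 uM arachidonic acid for 90 min at RT in 25 mM Hepes pH 7.5, 0.01% Triton X-100. Hydroperoxide detected by Fe-xylenol orange; 573/405 nm absorbance ratio.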
PNC inhibitor: blocks assembly of the perinucleolar compartment; PC3M PTB-GFP, PNC prevalence imaging, 16 h; stronger effect = lower value; activity change (PNC), negative = inhibition, % at 10 µM; actives 3.1% (n = 140,000); AID 2417;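 active means readout at or below -70, meaning at least 70% loss of cells showing the perinucleolar compartment, a nuclear body marking cancer cells; inconclusive means readout between -30 and a set limit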;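 further: plate controls were DMSO wells for no effect and camptothecin positive control wells for full effect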
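Read-out is percentage of cells bearing a perinucleolar compartment, from automated 20x imaging of fixed, Hoechst-stained PC3M PTB-GFP cells. Cells were seeded 4 h, then exposed 16 h to compound (23 nl of library stock) in duplicate plates.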
IMPase cell inh: membrane-permeable compound that blocks inositol monophosphatase; P97697; CHO-M1 cells, IP1 accumulation, HTRF TR-FRET ratio; inhibition (IP1 accumulation), % at 46.1 µM; 120,000 tested, under 10 active; active means well fitted curve in the direction sought with a large enough effect in the signal ratio, not every such curve was filed as active; inconclusive means small, poorly fitted or top-dose-only effect, or a change in a side signal; inactive means no such curve, though single readings can be large or run the other way; the % refers to the signal ratio;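 further: cells stimulated with carbachol in lithium chloride buffer; plate controls were DMSO basal wells for no effect and reference inhibitor wells for full effect; higher means more IMPase inhibition seen as more IP1 and lower FRET ratio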
Target sequence (P97697 whole entry, looked up): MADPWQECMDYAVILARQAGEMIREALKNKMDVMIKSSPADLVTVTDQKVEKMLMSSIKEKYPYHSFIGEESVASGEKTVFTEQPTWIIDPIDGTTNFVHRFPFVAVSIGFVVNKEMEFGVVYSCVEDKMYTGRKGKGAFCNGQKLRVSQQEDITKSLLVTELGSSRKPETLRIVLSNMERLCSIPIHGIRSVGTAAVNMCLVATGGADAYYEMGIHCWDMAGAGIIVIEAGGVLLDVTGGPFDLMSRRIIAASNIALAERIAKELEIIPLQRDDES
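Seeded CHO-M1 cells were dosed with compound at up to 46 uM, stimulated with carbachol for 30 min, then lysed in IP-One detection reagents. Higher IP1 lowers the TR-FRET signal.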
Active calls of the source: *; ? = inconclusive; / = not tested or not shown; & = joins results of further samples; [ ] = another dose, or the depositor's remark. Unless noted, the call rests on the fitted dose curve; in most records, active means well fitted curve in the direction sought with a large enough effect; inconclusive means small, poorly fitted or top-dose-only effect, or another doubt; inactive means no such curve, though single readings can be large; an effect the other way counts as inactive or inconclusive. Unless noted, on the % scale 0 is the no-effect control and ±100 the full control effect.

[1] CCN1CCN(c2ncnc3c2oc2nc(C(C)C)c4c(c23)CCC4)CC1
[2] COc1ccc(NS(=O)(=O)c2c(F)cc(F)c(Cl)c2F)cc1S(=O)(=O)N1CCCCC1
[3] COc1ccc(-c2nsc3c(SCC(=O)Nc4cc(C)ccc4C)ncnc23)cc1
[4] S=c1[nH]nc(COc2ccc3c(c2)OCO3)n1-c1ccccc1
[5] O=C(CSc1nnc(-c2ccc(F)cc2)c2ccccc12)Nc1c(F)cccc1F
[6] O=C(CSc1nc2ccccc2o1)Nc1ccccc1N1CCCCCC1
[7] CC1(C)CC(=O)c2cc(OCC(=O)O)ccc2O1
[8] N#Cc1ccc(/C=N/N=C(N)N)cc1
assay / entry	1	2	3	4	5	6	7	8
12-hLO inh	2%	-2%	2%	?	-5%	1%	1%	0%
15-hLO-2 inh	22%	/	/	?	/	-4%	12%	9%
PNC inhibitor	?	-13	41	?	?	-9	-20	-20
IMPase cell inh	-3	/	1	5	/	7	-6	7

[9] CNC(=O)Cc1csc2ccc(Cl)cc12
[10] O=C(/C=C/c1ccccc1)n1cnnc1SC/C=C/c1ccccc1
[11] Cc1ccc(-n2nnnc2SCC(=O)NNC(=O)c2ccco2)cc1C
[12] CCOC(=O)COc1cccc2c(=O)n(CC(=O)NCc3ccc4c(c3)OCO4)ccc12
[13] O=C(Nc1nnc(C2CC2)s1)C1Cc2ccccc2CN1S(=O)(=O)c1ccccc1F (stereo not drawn)
[14] COc1cc(C/C=C/c2ccccc2)c(OC)cc1O
[15] COc1ccccc1OCCCCN1CCN(c2ccccc2OC)CC1
[16] CCOC(=O)c1c(NC(=O)C(=O)N/N=C/c2ccccc2OC)sc2c1CCCCC2
assay / entry	9	10	11	12	13	14	15	16
12-hLO inh	-6%	3%	7%	-1%	0%	-4%	-3%	4%
15-hLO-2 inh	0%	/	4%	/	19%	-20%	11%	/
PNC inhibitor	-18	-16	23	37	-16	/	-1	57
IMPase cell inh	?	0	-2	-12	-19	/	9	-3

Ordered by molecular weight (smallest number first): some entries from above.
[9] CNC(=O)Cc1csc2ccc(Cl)cc12
[14] COc1cc(C/C=C/c2ccccc2)c(OC)cc1O
[10] O=C(/C=C/c1ccccc1)n1cnnc1SC/C=C/c1ccccc1
[16] CCOC(=O)c1c(NC(=O)C(=O)N/N=C/c2ccccc2OC)sc2c1CCCCC2
assay / entry	9	14	10	16
12-hLO inh	-6%	-4%	3%	4%
15-hLO-2 inh	0%	-20%	/	/
PNC inhibitor	-18	/	-16	57
IMPase cell inh	?	/	0	-3

Additional entries.
[17] COC(=O)c1c(-c2ccccc2)csc1NC1=NS(=O)(=O)c2ccccc21
[18] COc1cc(C(=O)Nc2ccc3c(c2)OCCO3)ccc1-n1cnnn1
[19] O=C(C1CCN(S(=O)(=O)c2cccc3cccnc23)CC1)N1CCN(c2ccccn2)CC1
[20] Cc1cc(C(=O)Nc2c(C)nn(Cc3c(Cl)cccc3Cl)c2C)no1
[21] N#CCCn1cc(C(CC(=O)c2ccc(Br)cc2)C(=O)O)c2ccccc21 (stereo not drawn)
[22] CC(=O)c1cccc(NC(=O)CCCOc2ccc(C)cc2)c1
[23] CC(C)N1CCc2c(sc(NC(=O)c3cc(-c4cccs4)nc4ccccc34)c2C(N)=O)C1
[24] Cc1sc(NC(=O)CCl)c(C(=O)c2ccccc2)c1C
assay / entry	17	18	19	20	21	22	23	24
12-hLO inh	-3%	-3%	1%	4%	-14%	9%	1%	-5%
15-hLO-2 inh	/	4%	1%	7%	-20%	/	/	-3%[11.4 µM]
PNC inhibitor	1	7	80	56	-6	?	20	-7
IMPase cell inh	/	3	1	0	5	/	/	-10[1.84 µM]

Some values from above:
IMPase cell inh result of compound 24 is entered as -10[1.84 µM]
PNC inhibitor result of compound 23 is entered as 20
PNC inhibitor result of compound 19 is entered as 80
PNC inhibitor result of compound 18 is entered as 7
15-hLO-2 inh result of compound 21 is entered as -20%
12-hLO inh result of compound 22 is entered as 9%

Next section.
[25] OC(CSc1ccccc1Cl)CN1CCN(c2ccccc2F)CC1 (stereo not drawn)
[26] Cc1ccc(Nc2nc(-c3ccc(S(=O)(=O)N4CCOCC4)cc3)cs2)cc1Cl
[27] CC(SCC(=O)Nc1ccc(S(=O)(=O)N2CCCCC2)cc1)C(=O)O (stereo not drawn)
[28] COc1cc(C)c(CNc2cc(C)cc(C)c2)cc1C
[29] COc1ccc(/C=N/N2CCN(C3c4ccccc4-c4ccccc43)CC2)cc1OC
[30] CC(Cc1cccs1)NC(=O)Nc1cccc(Cl)c1 (stereo not drawn)
[31] CCOc1ccc2nc(N3CCCC(C(=O)NCCCN4CCOCC4)C3)sc2c1 (stereo not drawn)
[32] CCN(CC)C(=O)CN(C#N)c1nc(NC(C)C)nc(NC(C)C)n1
assay / entry	25	26	27	28	29	30	31	32
12-hLO inh	0%	-3%	-3%	5%	-2%	-3%	4%	0%
15-hLO-2 inh	-5%[11.4 µM]	/	-7%	4%	/	-14%	6%	11%
PNC inhibitor	?	?	-7	5	7	-13	-5	34
IMPase cell inh	?	/	3	0	1	10	?	-8

[33] Cc1ccc(S(=O)(=O)NCC(=O)OCC(=O)N2N=C(c3ccc(Cl)cc3)CC2c2ccco2)cc1C (stereo not drawn)
[34] CCOc1ccc(CSC(=N)N)cc1[N+](=O)[O-]
[35] NCCCCCCNS(=O)(=O)c1ccc2c(Cl)cccc2c1
[36] CCOC(=O)CSc1snnc1-c1ccccc1
[37] CC(C)(c1ccc(O)cc1)c1ccc(O)cc1
[38] COc1nc(NC23CC4CC(CC(C4)C2)C3)nc(OC)n1
[39] CC(C)[C@H](NC(=O)NCCc1ccc(Cl)cc1)C(=O)O
[40] COc1ccc(N2CCN(C(=O)C(OC(C)=O)c3ccccc3)CC2)cc1 (stereo not drawn)
assay / entry	33	34	35	36	37	38	39	40
12-hLO inh	-3%	-6%	1%	2%	-5%&0%	-4%	0%	-6%
15-hLO-2 inh	/	7%	26%	-6%	-24%&-13%	12%	1%	2%
PNC inhibitor	19	-14	/	11	/	-7	24	32
IMPase cell inh	/	-3	-3	7	/	3	7	13

[41] c1ccc2c(c1)oc1c(N3CCOCC3)ncnc12
[42] CSCCC(CO)NC(=O)OCc1ccccc1 (stereo not drawn)
[43] O=C1Nc2ccccc2C12OCCS2 (stereo not drawn)
[44] Nc1ccnn1Cc1cccs1
[45] Cc1cc(NC(=O)Cc2ccccc2)nc2c1c(=O)oc1ccccc12
[46] COC(=O)c1sc(=S)sc1C(=O)OC
[47] Cc1[nH]c2ccccc2c1CCNC(=O)c1ccc2c(c1[N+](=O)[O-])C(=O)c1ccccc1C2=O
[48] Oc1ccc(Cn2c(-c3ccc(O)cc3)nc3ccccc32)cc1
assay / entry	41	42	43	44	45	46	47	48
12-hLO inh	-4%	-2%	2%	-1%	-5%	-6%	-10%	1%[11.4 µM]
15-hLO-2 inh	-2%	2%	5%	/	-1%	-2%	-13%	-1%[11.4 µM]
PNC inhibitor	0	-18	-27	31	1	42	66	/
IMPase cell inh	14	1	6	0	-10	7	6	/

[49] O=C1c2ccccc2C(=O)c2c(NC3CCCCC3)ccc(Nc3ccc(S(=O)(=O)O)cc3)c21
[50] CCNC(=S)Nc1ccccc1-c1ccccc1
[51] CC(C(=O)Nc1ccccc1Oc1ccccc1)c1ccccc1 (stereo not drawn)
[52] CC(C)c1c(O)cc(-c2ccncc2)n(-c2ccc(Cl)cc2)c1=O
[53] CC(=O)N(C[C@@H](C)C(=O)O)c1c(I)cc(I)c(N)c1I
[54] Cc1cc(C)nc(Nc2n[nH]c(COc3ccc4ccccc4c3)n2)n1
[55] CCOc1ccc(Nc2nc(Cc3nnc(SCC(=O)c4ccc(C)cc4)o3)cs2)cc1
[56] O=C(NCc1ccc2c(c1)OCO2)c1ccccn1
assay / entry	49	50	51	52	53	54	55	56
12-hLO inh	-13%[11.4 µM]	-3%	-1%	2%	-2%[25.6 µM]	-5%	-7%	-2%
15-hLO-2 inh	-24%[11.4 µM]	/	/	/	5%[25.6 µM]	9%	25%	/
PNC inhibitor	/	4	26	0	/	-21	?	-9
IMPase cell inh	/	/	/	/	-2[20.6 µM]	-2	7	4

[57] CCOc1ccc(OCC)c(NC(=O)C2CCCN(c3nc(C)cc(C)n3)C2)c1 (stereo not drawn)
[58] C=CCNc1nc2c(c(=O)[nH]c(=O)n2C)n1Cc1cccc(C)c1
[59] Cc1ccc(S(=O)(=O)CCC(=O)OCC(=O)N2CC(=O)Nc3ccccc32)cc1
[60] CCOC(=O)/C(C#N)=C\c1ccc(N2CCN(C)CC2)cc1
[61] O=C(C1=NN[C@@H]2C(=O)N(c3cccc(C(F)(F)F)c3)C(=O)[C@H]12)C(c1ccccc1)c1ccccc1
[62] Cc1cc(=O)oc2c1c(C)nn2-c1nn[nH]n1
[63] Cc1cc(C)nc(Nc2ncc(O)n2-c2ccccc2)n1
[64] CC(NC(=O)c1cc2c(s1)CCCC2)C(C)(C)C (stereo not drawn)
assay / entry	57	58	59	60	61	62	63	64
12-hLO inh	-7%	10%	-7%	-1%	-5%	-7%	5%	1%
15-hLO-2 inh	2%	/	-7%	-8%	/	-3%	/	-3%
PNC inhibitor	-10	27	?	?	25	32	10	30
IMPase cell inh	5	-11	6	5	-8	20	8	1

[65] Cc1ccc(NS(=O)(=O)c2ccc(OCC(=O)NCc3ccco3)cc2)cc1
[66] COc1ccc(OC)c(NC(=O)C2CCCCC2C(=O)O)c1 (stereo not drawn)
[67] CN(c1ccc(C(=O)O)cc1)S(=O)(=O)c1ccc(Cl)cc1
[68] CCOc1cc(-c2cc(-c3ccc(C)cc3)nc(N)c2C#N)ccc1O
[69] Cc1nn(Cc2ccccc2)c(=O)n1N(C)c1ncc(C(F)(F)F)cc1Cl
[70] CCCCOC(=O)Nc1cccc(C(=O)OCC)c1
[71] CCCCNC(=O)C1CCCN(S(=O)(=O)c2ccc(-n3cnnn3)cc2)C1 (stereo not drawn)
[72] Cc1cccc(Oc2c(C=O)c3ccccc3n2C)c1
assay / entry	65	66	67	68	69	70	71	72
12-hLO inh	-4%	-6%	-2%	?	-4%	-7%	-4%	-4%
15-hLO-2 inh	-6%	3%	-7%	-19%	-7%	2%	3%	/
PNC inhibitor	25	13	10	1	20	2	5	61
IMPase cell inh	3	2	14	8	3	10	-8	9

In the list so far, two have a nitro group on carbon:
[34] CCOc1ccc(CSC(=N)N)cc1[N+](=O)[O-]
[47] Cc1[nH]c2ccccc2c1CCNC(=O)c1ccc2c(c1[N+](=O)[O-])C(=O)c1ccccc1C2=O
assay / entry	34	47
12-hLO inh	-6%	-10%
15-hLO-2 inh	7%	-13%
PNC inhibitor	-14	66
IMPase cell inh	-3	6

(more compounds)
[73] O=C(COC(=O)c1cc(-c2cccnc2)nc2ccccc12)Nc1ccc(F)cc1F
[74] O=c1c(-c2ccco2)[n+]([O-])c2ccccc2n1OCc1ccccc1
[75] CCOc1ccc(OCC)c2sc(C)nc12
[76] CCc1onc(C)c1C(=O)Nc1cc(C)ccc1OC
[77] Cc1noc(C)c1CSc1nc2ccccc2c(=O)n1-c1ccc(F)cc1F
[78] CCn1c(SCC(=O)NNC(=S)Nc2ccccc2)nnc1-c1ccc(Cl)cc1
[79] COc1ccc(CN(CC(=O)NCc2ccco2)C(=O)CCC(=O)Nc2nccs2)cc1
[80] COc1ccc(/C=N/NC(=O)c2ccc(-c3ccccc3)cc2)cc1O
assay / entry	73	74	75	76	77	78	79	80
12-hLO inh	-4%	-18%	-1%	8%	-9%	1%	0%	0%
15-hLO-2 inh	/	-23%	0%	4%	-7%	/	/	/
PNC inhibitor	14	10	39	73	?	?	?	?
IMPase cell inh	5	7	-1	8	39[activator]	-7	15	/
